Integrin act MD: qHTS for Activators of Integrin-Mediated Alleviation for Muscular Dystrophy; alpha7betagal myoblasts, beta-gal FDG fluorescence, 48 h; Potency, µM (top dose mostly 38.3 µM), inactives show at the top dose activation, actives largely listed as activators; hit rate 0.064% among 350,000; AID 624291, 2012;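 also: potency is read from the fitted curve at half-maximal effect; 100% = response of the positive control SU9516; nearly all actives have a fitted effect of over 60% in size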
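alpha7betagal+/- myoblasts (passage 13, 250/well) treated 48 h at 37C with compounds at 1:260 dilution of DMSO stock. Lysed, then beta-galactosidase activity read as FDG fluorescence (ex 480/em 540) after 30 min, with pre-read for autofluorescence.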
S-ASM inh: Inhibitors of Secretory Acid Sphingomyelinase (S-ASM): qHTS; Sphingomyelin phosphodiesterase (Homo sapiens), P17405; placental ASM, HMU-PC fluorogenic substrate, 60 min; Potency, µM (top dose mostly 57.5 µM), for inactives: at the top dose activity change, negative = inhibition, most hits filed as inhibitors; hit rate 0.006% among 340,000; AID 504937, 2011; also: potency is read from the fitted curve at half-maximal effect
Target sequence (P17405 47-631 limits assumed): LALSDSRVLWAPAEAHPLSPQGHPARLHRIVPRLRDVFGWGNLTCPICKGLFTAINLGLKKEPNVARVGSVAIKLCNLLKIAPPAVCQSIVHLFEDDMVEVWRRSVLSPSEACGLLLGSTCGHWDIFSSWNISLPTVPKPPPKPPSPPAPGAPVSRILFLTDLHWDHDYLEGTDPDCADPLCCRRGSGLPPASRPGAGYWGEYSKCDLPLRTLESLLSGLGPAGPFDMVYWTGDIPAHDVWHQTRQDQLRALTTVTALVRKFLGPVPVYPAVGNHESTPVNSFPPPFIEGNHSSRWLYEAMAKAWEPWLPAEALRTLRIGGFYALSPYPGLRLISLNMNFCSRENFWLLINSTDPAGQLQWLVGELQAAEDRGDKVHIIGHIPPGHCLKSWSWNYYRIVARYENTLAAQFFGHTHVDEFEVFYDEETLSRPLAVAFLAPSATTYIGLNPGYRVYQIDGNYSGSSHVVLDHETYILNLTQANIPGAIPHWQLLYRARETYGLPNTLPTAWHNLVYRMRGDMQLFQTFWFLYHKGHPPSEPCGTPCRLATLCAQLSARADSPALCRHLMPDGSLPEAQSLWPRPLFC
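Fluorogenic HMU-PC substrate (9 uM final) is turned over by placental ASM in 60 min at 37 C after a 10 min compound preincubation. Reaction ended by alkaline stop (pH 10), with fluorescence read at 386/447 nm.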
Giardia killer: Small Molecules that selectively kill Giardia lamblia: qHTS; Giardia lamblia trophozoite viability; activity change, % at 7.66 µM, hits read low; hit rate 0.15% among 340,000; AID 540267, 2011; in the data active = activity change below about -80%; inconclusive = between about -30% and that limit;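 also: parasites exposed to compound for two days anaerobically before the ATP read; % is scaled to controls: 0 for no effect and ±100 for the full control effect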
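Trophozoite viability was measured as ATP-dependent luminescence, read 15-30 min after reagent addition. Before that, parasites at 100 cells/well were exposed to compounds for 48 h, anaerobically, at 37 deg C.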
TSG101-PTAP inh: qHTS Assay for Iinhibitors of HIV-1 Budding by Blocking the Interaction of PTAP/TSG101; Tumor susceptibility gene 101 protein (Homo sapiens), Q99816; Fluorescence polarization, FITC-PTAP peptide / Tsg101 binding; Potency, µM (top dose mostly 115 µM), inactives show at the highest dose activity change, negative = inhibition, usual class: inhibitors; 340,000 tested, under 10 active; active = well fitted inhibition curve with a large enough effect in the main read-out, with a control signal flat, not every such curve was filed as active; inconclusive = small, poorly fitted or top-dose-only effect, or effect the other way, or a change in a side signal; inactive = no such curve, though single readings can be large or run the other way; also: potency is read from the fitted curve at half-maximal effect; % of control where 0% means no effect
Target sequence (Q99816 whole entry, looked up): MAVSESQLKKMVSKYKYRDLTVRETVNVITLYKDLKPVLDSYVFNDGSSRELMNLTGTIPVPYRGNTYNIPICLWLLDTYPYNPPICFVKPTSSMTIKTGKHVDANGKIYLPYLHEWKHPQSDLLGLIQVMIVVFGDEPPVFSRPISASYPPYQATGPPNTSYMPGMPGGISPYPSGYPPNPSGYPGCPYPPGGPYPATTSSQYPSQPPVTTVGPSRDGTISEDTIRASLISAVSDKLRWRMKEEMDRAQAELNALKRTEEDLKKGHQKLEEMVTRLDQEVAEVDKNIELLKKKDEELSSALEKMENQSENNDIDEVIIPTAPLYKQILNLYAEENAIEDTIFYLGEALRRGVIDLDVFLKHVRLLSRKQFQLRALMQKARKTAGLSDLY
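Steps: Tsg101 binding domain dispensed (10 uM final), compounds pinned in DMSO, FITC-labeled PTAP-motif peptide added (50 nM final); after 20 min binding at room temperature, polarization measured.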
Active calls of the source: *; ? = inconclusive; [ ] = another dose, or the depositor's remark. Unless noted, calls follow the shape of the dose curve; as a rule, active = well fitted curve in the direction sought with a large enough effect; inconclusive = small, poorly fitted or top-dose-only effect, or another doubt; inactive = no such curve, though single readings can be large; an effect the other way counts as inactive or inconclusive. An excerpt, so the mix of outcomes need not match the whole.

SMILES	Integrin act MD	S-ASM inh	Giardia killer	TSG101-PTAP inh
Cc1ccc(S(=O)(=O)N(C)CC(=O)O/N=C(\N)c2cccnc2)cc1	1.1%	2.5%	5.9	0.1%
COC(=O)C1C(OC)=CC(=O)C2CCCCC21 (centres undefined)	-1.4%	3.6%	7.8	-9.0%
CCCC[C@@H]1CN=C(N)N1CCCC	-31.1%	3.5%	-0.8	-2.7%
CC12CCC3C(=CCc4cc(O)ccc43)C1CC(=NO)C2O (centres undefined)	3.9%	2.3%	1.2	-1.9%
Cc1ccc2cc3c(=O)n(C)cc(C=O)c3nc2c1	1.0%	24.7%	1.1	-8.5%
O=[N+]([O-])c1ccccc1C=NNC(=S)NN=Cc1ccccc1[N+](=O)[O-]	-11.9%	-9.2%	-12.1	-4.6%
CSCCC(NC(=O)c1cccc(S(=O)(=O)N2CCN(C(C)=O)CC2)c1)c1nc2ccccc2[nH]1 (centres undefined)	29.7%	-5.3%	-1.5	-7.5%
COc1ccc(C(=O)OCCN2C(=O)c3ccccc3C2=O)cc1OC	-8.2%	-3.6%	22.4	-3.1%
COc1cccc(CN(C)C(=O)c2ccc(NC(=O)CC3SC(N4CCCCC4)=NC3=O)cc2)c1OC (centres undefined)	2.4%	-1.7%	-0.3	-2.9%
O=C(O)C[C@H]1c2cc(F)ccc2S(=O)(=O)N1C1CCCCC1	0.0%	3.5%	1.9	-1.1%
CNC(=O)c1cn2c3c(ccc(Cl)c3c1=O)OC(C)C2 (centres undefined)	6.7%	9.3%	-29.6	-0.5%
c1ccc(-c2nc3cccnc3nc2-c2ccccc2)cc1	-22.7%	1.9%	-1.1	1.1%
C[C@@H]1CCC[C@@]2(O[C@@H](CCO)C[C@H](O)[C@H]2O)O1	0.0%	12.2%	-29.9	-2.6%
COc1ccc(C(=O)Nc2c(O)ccc3ccccc23)cc1	-7.7%	-3.5%	13.2	-3.3%
S=C(Cc1ccccc1)N1CCOCC1	-14.4%	7.7%	18.4	0.1%
N#Cc1c2c(c(Nc3ccc(F)cc3)n3c1nc1ccccc13)CCCC2	16.2%	12.4%	0.7	?
O=C1OCCN1c1c(-c2ccccc2)c(N2CCOCC2)nc2ccccc12	-9.7%	67.0%[activator]	16.3	-0.1%
COC(=O)[C@H](CO)N1C(=O)[C@@H]2[C@H](C1=O)C1C=C[C@H]2C1	20.2%	-5.0%	16.7	-3.8%
Cc1cc(O)c2c(c1)C(=O)[C@@]13Oc4c5c(c(O)c6c(O)cc(C)cc46)C(=O)C[C@H](O)[C@H]5[C@@H]1[C@@H](O)CC(=O)C3=C2O	-33.0%	-6.0%	-13.7	-11.8%
ON=C(CCc1ccccc1)c1ccccc1	1.5%	-5.2%	-7.6	-0.7%
Cc1nc2ccccc2c2c(N)cccc12	12.4%	0.3%	14.8	-5.4%
CC(C)CN1CC(C)C(=O)N(c2ccccc2)C1=S (centres undefined)	-19.5%	10.0%	-10.0	-5.9%
Nc1ccc(-c2cnc3ccccc3n2)cc1	45.3%	3.9%	8.9	0.8%
CC(C)C[C@@H](CNCC(=O)[C@H](C)NC(=O)c1[nH]cnc1C(=O)N[C@@H](C)CN)NC(=O)c1nc[nH]c1C(=O)N[C@@H](CC(=O)O)C(=O)O	-5.4%	4.7%	23.8	-1.3%
Cc1c(NS(=O)(=O)c2cccc(C(=O)OCC(=O)c3ccc(Cl)cc3)c2)c(=O)n(-c2ccccc2)n1C	-16.2%	-2.0%	-14.5	-4.5%
Cc1ccc(C(=O)C2C(c3ccc(-c4ccccc4[N+](=O)[O-])o3)NC(=O)NC2(O)C(F)(F)F)cc1 (centres undefined)	-5.3%	-8.4%	5.7	7.9%
COc1ccc(Cl)cc1C(=O)NN=C1CCCC1	20.0%	1.5%	-10.8	-3.0%
O=C(CCSCCC(=O)NN=Cc1ccccc1)NN=Cc1ccccc1	13.0%	-0.9%	8.3	-7.0%
CN(CCc1ccccc1)C(=O)c1cccc(NC(=O)Cc2cccc(NC(=O)C3CCCN(C(=O)c4ccccc4)C3)c2)c1 (centres undefined)	-12.6%	-3.8%	-15.2	-2.1%
O=C(NN=Cc1ccccc1)c1ccccc1	11.3%	1.1%	-28.7	-1.9%
Cc1sc2nnn(CC(=O)N3CCN(C(=O)c4ccco4)CC3)c(=O)c2c1C	2.5%	25.6%	5.5	-8.9%
COc1ccc2c(c1)c(=Cc1ccc(N(C)C)cc1)c1cc(-c3ccccc3)[n+](C)n12	-57.4%[inhibitor]	?	-25.1	?
COc1ccc(C(=O)C=Cc2cccs2)c(O)c1	-16.5%	2.1%	-17.6	-2.6%
CN1C[C@@H]2[C@@H]3C(=O)N(Cc4ccccc4)C(=O)[C@@H]3[C@](Cc3ccccc3)(C1=O)N2C(=O)c1ccc(Br)cc1	-8.5%	1.4%	33.3[activator]	-3.2%
Cc1ccnc(NC(c2ccccc2)c2ccc3cccnc3c2O)c1 (centres undefined)	-47.0%[inhibitor]	3.6%	?	1.4%
Cn1c(=O)c2c(nc3n2CC(O)CN3c2ccccc2)n(C)c1=O (centres undefined)	1.9%	5.4%	-4.2	-4.2%
COc1ccc(C(CNC(=O)c2ccc(S(=O)(=O)Nc3ccccc3OC)cc2)N2CCCC2)cc1 (centres undefined)	-21.0%	1.2%	7.4	-6.1%
O=C1NC[C@H](Cc2ccccc2)N(C[C@H]2CCCN2C[C@H](Cc2ccccc2)N2C[C@H](Cc3ccccc3)N(CC3CCCCCC3)C(=O)C2=O)C1=O	11.7%	-13.7%	-22.3	-3.3%
COC(=O)NNC(=O)C(c1ccccc1)c1ccccc1	7.4%	-3.4%	2.9	-9.0%
O=C(Cn1cc(COc2ccc(C(=O)c3ccccc3)cc2)nn1)c1ccc(O)cc1	-14.2%	-9.0%	0.9	-9.8%
Clc1ccc(CNc2ncnc3[nH]ncc23)c(Cl)c1	21.8%	-1.9%	-2.9	-4.6%
Cc1c(Cc2ccccc2)c(=O)[nH]c(=O)n1C	22.4%	3.5%	1.7	-2.5%
O=c1ccc(Cl)nn1-c1ccccc1	16.5%	-3.6%	-12.8	-2.5%
CCOC(=O)NC1=NCC(C)(C)S1	-6.6%	4.1%	4.1	0.2%
Cc1cc(C=O)c(C)c2c1[nH]c1ccccc12	21.1%	-2.2%	-3.1	0.6%
Cc1ccc(CNC(=O)c2cc(-c3ccccc3)nn2CC2CC(c3cccnc3)=NO2)cc1 (centres undefined)	25.2%	-2.9%	42.2[activator]	0.8%
COc1ccc(C(=O)O/N=C2\C(=O)N(C)c3ccccc32)cc1	-16.6%	-3.5%	-9.0	-0.9%
CC(=O)c1ccc(-c2[nH]c3ccccc3c2CCN2C(=O)c3ccccc3C2=O)cc1	39.5%	29.2%	4.7	-4.1%
CCN(CC)c1ccc(/C=C2\CCC(/C=C(/C#N)C(=O)Nc3ccccc3F)=C2N2CCOCC2)cc1	-0.7%	1.3%	11.6	-2.4%
COc1ccc(C(C(=O)NC2CCCCC2)N(C(=O)c2ccco2)c2ccc(-n3cnnn3)c(C)c2)cc1 (centres undefined)	-25.7%	2.2%	8.8	-5.8%
O=C(COc1ccccc1)Nc1nnc(-c2ccccc2Cl)o1	7.0%	0.1%	-17.2	0.3%
CCO[C@H]1OC(C(=O)O)=C[C@@H](c2cn(C(C)=O)c3ccccc23)[C@@H]1CCCO	13.9%	9.4%	?	-1.8%
O=[N+]([O-])c1ccccc1N=Nc1ccc(O)cc1	?	-9.1%	-0.3	-0.8%
O=C1C[C@@H]2c3c(cccc3CN1Cc1ccc(Cl)cc1)C[C@@H](O)[C@H]2O	9.7%	-2.1%	-8.3	0.6%
Cn1c(=O)[nH]c(=O)c2c1nc(N1CCN(C(=O)c3ccco3)CC1)n2CCCSc1ncccn1	-12.7%	0.6%	7.1	-1.0%
COCCn1c(SCC(=O)NCC(c2ccccc2)N(C)C)nc2sc3c(c2c1=O)CCC3 (centres undefined)	2.2%	-0.5%	1.5	-8.0%
COc1cc(-c2nc3ccccn3c2/N=C/c2cc(OC)c(OC)c(OC)c2)ccc1O	-4.5%	104.2%[activator]	10.4	-4.2%
CC1(C)COC(c2ccccc2Cl)OC1	16.4%	0.8%	7.6	-6.3%
CC(=O)CC(=O)NC1CCc2ccccc21 (centres undefined)	15.2%	6.2%	-9.5	-1.4%
O=C(NCc1cccc(Br)c1)C1CC(c2ccc(C(F)(F)F)cc2)=NO1 (centres undefined)	10.4%	-4.0%	5.5	-1.4%
Remaining list, next part.
SMILES	Integrin act MD	S-ASM inh	Giardia killer	TSG101-PTAP inh
CC1CNC(=S)N(c2ccc(F)cc2)C1=O (centres undefined)	13.6%	5.0%	-10.9	-4.1%
Cc1c(C(=O)N2CCCCC2)sc(NC(=O)C23CC4CC(CC(C4)C2)C3)c1C#N	29.2%	-4.2%	1.8	1.9%
CCOC(=O)c1c(NC(=O)COC(=O)CCOc2cc(C)ccc2C)sc(C(=O)N(C)C)c1C	-15.2%	-11.2%	-14.0	0.4%
COc1cc(-c2noc(C)c2C(=O)N[C@@H](CO)Cc2ccccc2)cc(OC)c1OC	-2.5%	4.3%	-3.5	-1.8%
O=C(NC(Cc1ccccc1)C(=O)N1CCN(S(=O)(=O)c2ccccc2)CC1)c1ccccc1 (centres undefined)	?	2.9%	21.6	-2.9%
COc1cc(NCCCn2ccc(NC(=O)OCc3ccccc3)nc2=O)cc(OC)c1OC	5.0%	7.0%	4.3	-3.4%
COc1ccc(OC)c2sc(NC(=O)C3COc4ccccc4O3)nc12 (centres undefined)	9.1%	-1.5%	-17.6	-3.9%
CN(CC(=O)Nc1cc(C(F)(F)F)ccc1-n1cncn1)Cc1nc2ccccc2c(=O)[nH]1	?	7.3%	-8.4	5.0%
OC(COc1ccc(OCC(O)CN2CCN(Cc3ccccc3)CC2)cc1)CN1CCN(Cc2ccccc2)CC1 (centres undefined)	-31.6%	-0.9%	-5.1	-0.9%
COc1ccc(C)cc1NC(=O)c1cc(C2CC2)nc2c1c(C)nn2C1CCS(=O)(=O)C1 (centres undefined)	-12.0%	-4.0%	11.7	-0.2%
CC1C=CCC2C(=O)N(c3cccc(C(=O)N4CCCCCC4)c3)C(=O)C12 (centres undefined)	16.1%	3.7%	-13.8	-8.6%
O=[N+]([O-])c1ccc(Oc2cccnc2)c([N+](=O)[O-])c1	0.0%	1.6%	10.6	-3.4%
O=C(NC1CCCCC1c1ccccc1)c1ccccc1 (centres undefined)	31.0%	-0.6%	0.7	0.5%
Cc1ccc(C(=O)Cc2ccccc2)cc1	-18.4%	2.6%	9.5	-1.3%
Cc1ccc(C(=O)NC(=S)NCc2ccccc2)cc1Br	3.1%	-6.2%	-6.7	2.1%

Among those listed so far, seven contain fluorine:
SMILES	Integrin act MD	S-ASM inh	Giardia killer	TSG101-PTAP inh
O=C(O)C[C@H]1c2cc(F)ccc2S(=O)(=O)N1C1CCCCC1	0.0%	3.5%	1.9	-1.1%
N#Cc1c2c(c(Nc3ccc(F)cc3)n3c1nc1ccccc13)CCCC2	16.2%	12.4%	0.7	?
Cc1ccc(C(=O)C2C(c3ccc(-c4ccccc4[N+](=O)[O-])o3)NC(=O)NC2(O)C(F)(F)F)cc1 (centres undefined)	-5.3%	-8.4%	5.7	7.9%
CCN(CC)c1ccc(/C=C2\CCC(/C=C(/C#N)C(=O)Nc3ccccc3F)=C2N2CCOCC2)cc1	-0.7%	1.3%	11.6	-2.4%
O=C(NCc1cccc(Br)c1)C1CC(c2ccc(C(F)(F)F)cc2)=NO1 (centres undefined)	10.4%	-4.0%	5.5	-1.4%
CC1CNC(=S)N(c2ccc(F)cc2)C1=O (centres undefined)	13.6%	5.0%	-10.9	-4.1%
CN(CC(=O)Nc1cc(C(F)(F)F)ccc1-n1cncn1)Cc1nc2ccccc2c(=O)[nH]1	?	7.3%	-8.4	5.0%
